Screening results as filed in PubChem BioAssay.
Yfh1-off respiration: mitochondrial function rescue without frataxin homolog – Friedreich's ataxia, plus single-dose screen, dose response (AID 1465); S. cerevisiae Yfh1-off respiration, WST-1 reduction, 72 h; higher fold induction means a stronger effect; fold induction at 50 µM, or EC50 in µM where a hit was titrated; actives 0.074% (n = 220,000);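 active means fold induction of absorbance versus untreated yeast above a set limit, then at least 30% activation at any dose in follow-up; inconclusive means repeats straddling the limit, or above it without dose testing; inactive means fold induction below the set limit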;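 further: activators that raise dye reduction in frataxin-depleted yeast; strong numbers were not always called active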
UTI89 phage lysis: protection from phage-mediated lysis, alamar blue read-out – E. coli UTI89, K1F phage, bacterial capsule biogenesis inhibitors (AID 488966); E. coli UTI89 K1F phage lysis, alamar blue, 2 h; higher % means a stronger effect; inhibition, % at 100 µM; hits with a dose series show IC50 in µM; actives 0.02% (n = 340,000);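 active means phage lysis inhibition, versus mean bacterial control, above a set limit; inconclusive means no clear call, values can overlap the other calls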;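 further: capsule biogenesis inhibitors block K1F phage lysis so surviving cells raise fluorescence; higher fluorescence means more inhibition of phage lysis; actives were called in the ten point dose series up to 300 µM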
ER stress rescue: rescue of cells from ER stress-induced death, primary screen, 384-well, CSM14.1, thapsigargin, ATP luminescence (AID 1222); CSM14.1 thapsigargin-induced death rescue, ATP luminescence; higher % means a stronger effect; one-dose cellular ATP content (survival), % at 20 µM; EC50 in µM for titrated hits; 190,000 tested, under 10 active;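 active means EC50 below 50 µM in the dose-response confirmation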;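 further: death triggered by thapsigargin at about 15 µM added after 2 h compound pretreatment; cell ATP read after overnight thapsigargin exposure of roughly 18 to 22 hours; normalized against plate controls of thapsigargin alone and 5% DMSO vehicle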
West Nile antiviral: inhibition of WNV-induced cytopathic effect – cell-based, CPE readout (AID 1621); West Nile virus-infected cells, CPE inhibition; higher % means a stronger effect; CPE inhibition, % at 10 µM; hits with a dose series show IC50 in µM; actives 0.02% (n = 290,000); in the data active means a potency from the dose series; inconclusive means CPE inhibition mostly from about 3.7% at the one dose, without a potency; inactive means the rest, 99 in 100 with CPE inhibition below about 2.2%; further: strong numbers were not always called active
WT yeast gro inh: growth inhibition of WT yeast, mitochondrial fusion screen | actives 2.1% (n = 190,000) | inhibition, % at 10 µM | mitochondrial fusion phenotypic screen, WT strain | AID 1362; in the data active means inhibition above about 58%; tested in S. cerevisiae
SV40 large T antigen: TAg ATPase/helicase activity blockers – biochemical (AID 1903); SV40 large T antigen ATPase/helicase inhibition assay; higher % means a stronger effect; inhibition, % at 20 µM, or IC50 in µM where a hit was titrated; actives 0.39% (n = 310,000); in the data active means a potency from the dose series; inconclusive means inhibition mostly from about 32% at the one dose, without a potency; inactive means the rest, 99 in 100 with inhibition below about 32%; further: strong numbers were not always called active
Dengue-2 NS5 capping: Dengue-2 NS5 methyltransferase inhibitors, primary screen, biochemical, confirmation dose response (AID 588689); Dengue-2 NS5 methyltransferase capping enzyme assay, biochemical; higher % means a stronger effect; inhibition, % at 25 µM; hits with a dose series show IC50 in µM; actives 0.3% (n = 340,000); in the data active means a potency from the dose series; inconclusive means inhibition above about 29% without an active follow-up result
XIAP displacement: small molecules displacing peptide from XIAP – biochemical, IAP family, fluorescence polarization (AID 1018); XIAP BIR domain, fluorescence polarization peptide displacement; higher % means a stronger effect; one-dose displacement, % at 20 µM; IC50 in µM for titrated hits; actives 0.007% (n = 200,000); in the data active means displacement above about 50%; further: a part of the inactive calls stands beside numbers as strong as those of hits
RSV antiviral HEp-2: RSV antiviral activity via CPE protection, HEp-2 cells, primary 10 µM value included (AID 2391). HEp-2 cells, RSV-induced CPE inhibition; higher % means a stronger effect. CPE inhibition, % at 10 µM; hits with a dose series show IC50 in µM. actives 0.13% (n = 310,000); in the data active means a potency from the dose series; inconclusive means CPE inhibition mostly from about 23% at the one dose, without a potency; inactive means the rest, 99 in 100 with CPE inhibition below about 21%; further: strong numbers were not always called active
WT yeast gro inh mutant strain: further read-out of WT yeast gro inh, marked with its call; inhibition, %; mitochondrial fusion phenotypic screen, mutant strain inhibition
Dengue-2 NS5 capping pilot replicate: second read-out of Dengue-2 NS5 capping, no call of its own (marks repeat the call); inhibition, %; measured here: pilot screen replicate inhibition
* = called active by the depositor; i = inactive; ? = inconclusive; nt = not tested or not shown; [ ] = remark or other dose.

SMILES | Yfh1-off respiration | UTI89 phage lysis | ER stress rescue | West Nile antiviral | WT yeast gro inh | WT yeast gro inh mutant strain | SV40 large T antigen | Dengue-2 NS5 capping | XIAP displacement | RSV antiviral HEp-2 | others
CCN(CC(=O)NC1CCS(=O)(=O)C1)S(=O)(=O)c1cc(C)ccc1C (stereo not drawn) | nt | 0.2%[50 µM] | nt | nt | nt | nt | 26.0% | 0.7% | nt | -1.1%
COc1cccc(-c2csc(N3CCN(Cc4ccccc4)CC3)n2)c1 | i | 7.2% | 0.3% | 0.5% | 31.4 | 20.8 | 6.1% | -8.0% | -7.4% | 0.6%
COc1ccc(Cn2nnnc2C(c2ccc(N(C)C)cc2)N2CCC(C)CC2)cc1 (stereo not drawn) | i | 0.1% | -0.4% | 0.0% | 2.3 | 7.2 | -5.4% | 2.0% | -10.2% | -0.2%
CC(C)O/N=C1\C(=O)N(c2ccccc2)c2ccccc21 | i | 1.3% | -0.5% | -0.8% | 21.0 | 4.9 | 3.0% | -3.0% | -4.4% | 3.1%
CC(C)(C)OC(=O)NCCC(=O)Oc1ccc2ccc(=O)oc2c1 | nt | -0.1% | -1.6% | nt | 2.1 | 8.2 | 9.7% | -7.5% | -6.0% | 0.0%
CCOc1ccc(-n2cc(-c3ccccc3)c3c(=S)nc[nH]c32)cc1 | nt | 0.6% | nt | 1.8% | nt | nt | nt | 0.8% | nt | 16.1%
CCO/C=C1/C(=O)N(C)C(=O)c2cc(OC)ccc21 | i | 0.1% | -1.5% | -0.2% | -8.7 | -1.3 | 3.3% | -15.1% | -9.2% | 0.3%
O=C(c1ccc(Cl)cc1)N1CCCCC(Cl)C1=O (stereo not drawn) | i | 0.1% | -0.7% | 1.3% | 9.8 | -6.1 | -0.7% | 2.3% | -11.0% | 0.2%
CCOC(=O)C1CCN(C(=O)COc2ccc(S(=O)(=O)N3CCOCC3)cc2C)CC1 | nt | -0.1% | nt | -0.5% | nt | nt | -2.1% | -3.7% | nt | 0.2%
COc1ccc(C2(O)C(=O)Nc3ccccc32)cc1 (stereo not drawn) | nt | 0.2% | nt | 0.2% | nt | nt | 5.2% | -8.5% | nt | 3.1%
Cc1nc2c(-c3ccc(F)cc3)cnn2c2c1CCC2 | i | -0.1% | nt | 0.0% | 11.2 | -3.9 | 14.1% | -7.3% | -3.0% | -0.5%
COc1cc(CNCCNC(=O)c2nonc2N)ccc1OCc1ccc(Cl)nc1 | i | 0.5% | 0.2% | -0.6% | -15.1 | 2.0 | 7.9% | -2.7% | -4.4% | 1.2%
O=C(O)CSCC(=O)N1CCN(S(=O)(=O)c2ccccc2)CC1 | i | 0.5% | -1.1% | 0.3% | 3.5 | 7.1 | -0.6% | 2.3% | -4.6% | 0.9%
Cc1ccc(C(OC(=O)c2ccco2)C(=O)NC2CCCCC2)cc1 (stereo not drawn) | i | 0.2% | 1.1% | -0.3% | -6.3 | 0.8 | 20.0% | -10.5% | -3.8% | 1.9%
O=C(N/N=C/c1cccnc1)c1ccccc1 | nt | 0.2% | nt | -0.1% | nt | nt | 10.8% | -1.6% | nt | 1.4%
COc1cc(OC)c2c(c1)S(=O)(=O)C(c1ccccc1)=C2N | i | 0.4% | nt | -0.7% | 10.3 | 7.0 | -2.4% | -12.4% | 0.1% | 0.9%
Cc1ccccc1N1CCN(CC(=O)Nc2nccs2)CC1 | nt | 0.6% | nt | -0.8% | nt | nt | 25.5% | -6.6% | nt | 3.8%
ON1C(c2ccccc2)CC2(O)c3nonc3CCC12 (stereo not drawn) | i | 0.6% | 1.6% | -0.3% | -20.0 | -5.8 | 32.4% | -3.2% | -1.8% | 1.8%
O=c1c(-c2ccc3c(c2)OCCO3)coc2cc(O)cc(O)c12 | i | -0.1% | nt | -1.3% | 6.8 | -10.9 | 3.7% | -3.8% | -8.1% | ?
CC(=O)c1ccc(NC2c3ncccc3C(=O)N2Cc2ccc(F)cc2)cc1 (stereo not drawn) | i | -1.9% | -2.0% | -0.1% | 8.3 | 9.7 | 2.6% | -0.7% | -1.3% | 1.2%
CCn1cc(CN2CCC(n3nccc3NC(=O)Cc3ccccc3)CC2)cn1 | nt | 0.0% | nt | -0.7% | nt | nt | 22.2% | 0.0% | nt | -0.5%
COC(=O)c1scc(C)c1NC(=O)Cc1ccccc1 | i | -0.2% | -1.9% | 0.0% | 1.2 | 0.1 | 9.0% | -8.8% | -5.8% | -0.7%
CN(C)c1ccc(CN(C(=O)COc2ccc(F)cc2)C2CCS(=O)(=O)C2)cc1 (stereo not drawn) | i | 0.9% | 0.9% | -0.8% | -1.3 | -5.9 | 14.0% | -4.1% | -2.1% | 0.1%
O=C1CCC(=O)N1N1C(=O)C2C3c4ccccc4C(c4ccccc43)C2C1=O (stereo not drawn) | i | -0.2% | -1.1% | 0.6% | 11.3 | 21.9 | 2.1% | -2.2% | -4.8% | -0.8%
CC(C)c1nnc(NC(=O)CCC(=O)N2CCN(c3ccc(Cl)cc3)CC2)s1 | nt | -0.2% | nt | -0.1% | nt | nt | 4.5% | 3.6% | nt | 2.2%
CS(=O)(=O)N(CCC#N)Cc1ccc(/C=C2\C(=O)Nc3ccccc32)o1 | i | 0.0% | nt | -0.6% | 6.4 | 10.3 | 9.9% | 0.0% | -2.9% | 0.8%
CC(C)c1onc(C(=O)N2CCCCC2C)c1[N+](=O)[O-] (stereo not drawn) | i | 0.2% | 0.1% | -0.4% | -1.6 | -3.5 | 24.5% | -1.9% | -2.0% | -0.2%
O=C(Nc1nc2ccccc2n1CCN1CCOCC1)c1cn(-c2ccccc2)nc1-c1ccccc1 | nt | 0.5% | -0.4% | nt | 34.3 | 27.8 | 2.6% | 3.8% | -9.1% | 2.1%
CCN(CC)C(=O)c1ccc(C(=O)c2c(C)cc(C)cc2C)cc1 | i | -0.3% | 1.9% | -0.4% | nt | nt | 8.7% | 2.7% | -3.3% | -0.7%
CC1CCCCC1NC(=O)CN1C(=O)c2cccc(N)c2C1=O (stereo not drawn) | i | 0.4% | -1.2% | -0.5% | -12.1 | 10.3 | -3.7% | 4.4% | -8.3% | nt

Continued, starting with the last 2 of the part before.
SMILES | Yfh1-off respiration | UTI89 phage lysis | ER stress rescue | West Nile antiviral | WT yeast gro inh | WT yeast gro inh mutant strain | SV40 large T antigen | Dengue-2 NS5 capping | XIAP displacement | RSV antiviral HEp-2 | others
CCN(CC)C(=O)c1ccc(C(=O)c2c(C)cc(C)cc2C)cc1 | i | -0.3% | 1.9% | -0.4% | nt | nt | 8.7% | 2.7% | -3.3% | -0.7%
CC1CCCCC1NC(=O)CN1C(=O)c2cccc(N)c2C1=O (stereo not drawn) | i | 0.4% | -1.2% | -0.5% | -12.1 | 10.3 | -3.7% | 4.4% | -8.3% | nt
O=C(CN1CCN(S(=O)(=O)c2ccc(Cl)cc2)CC1)Nc1ccc(F)cc1F | i | -0.3% | -0.1% | -0.5% | 23.3 | 9.6 | 11.3% | -3.4% | -5.1% | 1.4%
COCCNC(=O)C1CC(c2cccc([N+](=O)[O-])c2)=NO1 (stereo not drawn) | i | 1.8% | 0.3% | 0.0% | -15.0 | -8.4 | 10.2% | -3.3% | -4.9% | 0.3%
O=C(COC(=O)Cc1c[nH]c2ccccc12)NCCc1ccccc1 | nt | 1.0%[50 µM] | nt | nt | nt | nt | 14.0% | -6.7% | nt | -0.8%
CCOc1ccc(NC(=O)c2ccc(OC)cc2)cc1 | i | -0.4% | -0.5% | -0.8% | -5.8 | 4.6 | 10.0% | -10.6% | -5.0% | 2.3%
COc1ccc(Cn2c(=S)[nH]c3cc(C(=O)N4CCCCC4)ccc3c2=O)cc1 | nt | 0.1% | nt | -0.5% | nt | nt | 19.2% | -6.3% | nt | -0.1%
CCN1CCN(C(=O)c2c(-c3ccccc3)noc2C)CC1 | nt | 0.3% | nt | 0.2% | nt | nt | -1.1% | -3.6% | nt | 0.6%
CC1CCCCN1S(=O)(=O)c1ccc2[nH]c(=O)cc(C(=O)NCCCN3CCCCCC3)c2c1 (stereo not drawn) | nt | 0.8% | nt | 0.2% | nt | nt | 28.8% | 1.7% | nt | 6.7%
O=C(O)CCCNC(=O)/C(=C\c1ccc(Cl)cc1)NC(=O)c1ccc(Br)cc1 | i | -0.3% | -1.6% | 1.1% | -6.4 | 1.7 | 7.8% | -2.2% | -8.4% | 1.9%
CC(=O)Oc1cccc(C2C3=C(CC(C)(C)CC3=O)Nc3ccccc3N2C(C)=O)c1 (stereo not drawn) | nt | 10.3% | nt | 0.6% | nt | nt | 4.2% | 5.0% | nt | 0.5%
O=C(O)C1C(c2ccccc2)C(C(=O)OCCCO)C1c1ccccc1 (stereo not drawn) | i | 0.9% | -1.4% | 0.4% | -10.2 | -6.8 | -1.4% | 3.4% | 1.8% | 1.6%
Cc1ccc(NC(=S)Nc2ccc(S(=O)(=O)N3CCOCC3)cc2)cc1S(=O)(=O)N1CCOCC1 | i | -0.4% | -1.0% | 0.0% | 1.1 | 5.3 | 5.8% | 4.7% | -3.2% | 21.1%
COc1cc(C(=O)NC(=S)N(C)Cc2ccccc2)cc(OC)c1OC | i | nt | -0.8% | 0.0% | 7.9 | 6.2 | -11.8% | nt | -0.6% | -1.1%
O=C1CCN(CCc2ccccc2)CCN1[C@H](CSc1ccccc1)c1ccccc1 | nt | 0.2% | nt | -1.7% | nt | nt | 1.4% | -5.6% | nt | 1.5%
CCN1/C(=C/c2ccc3ccccc3[n+]2CC)C=Cc2ccccc21 | i | -9.7% | -2.5% | ? | 83.2* | 75.8* | 22.1% | -10.3% | -25.4% | -2.9%
O=C(CNC(=S)NC(=O)c1cccc([N+](=O)[O-])c1)c1ccccc1 | i | 0.2% | -2.7% | 0.2% | 4.4 | 21.1 | 10.9% | -12.4% | -4.8% | -0.4%
O=C(NCC(=O)N1CCN(S(=O)(=O)c2ccccc2C(F)(F)F)CC1)c1sc2ccccc2c1Cl | nt | -1.3% | nt | nt | nt | nt | 18.4% | -3.7% | nt | 2.7%
CCc1ccccc1Nc1nc(-c2cccnc2)cs1 | nt | ? | nt | -0.1% | nt | nt | 8.6% | nt | nt | ?
c1ccc(OCc2nn3c(Cn4nnc5ccccc54)nnc3s2)cc1 | i | 0.0% | nt | 1.1% | 5.4 | 10.3 | 7.6% | -10.3% | -3.9% | 1.8% | Dengue-2 NS5 capping pilot replicate=1.2
Cc1nn(-c2ccccc2)c(N2CCCC2)c1/C=C1\N=C(c2ccc(OC(C)C)cc2)OC1=O | i | 4.3% | -0.8% | 0.1% | -1.9 | -0.5 | 22.9% | -19.5% | -15.3% | 4.8%
Cc1ccc(CN2CCS(=O)(=O)CC2)cc1 | i | 1.4%[50 µM] | 1.2% | -0.1% | 7.2 | 7.2 | 5.3% | 4.8% | -4.3% | 0.7%
